Source: PubChem (Small Molecule Screening Facility, UW Madison)
SSB-PriA inh = inhibitors of Klebsiella pneumoniae PriA binding to SSB C-terminal tail, primary screen, biochemical, AlphaScreen. PriA–SSB C-terminal tail interaction (Klebsiella pneumoniae). AlphaScreen SSBct-PriA binding, biotinylated peptide. inhibition, % at 33 µM. 430,000 tested, 0.6% active. AID 1272365, 2023; in the data active means inhibition mostly above about 37%, no sharp cut-off; inactive means mostly below about 20%;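 further: plate controls were negative control peptide for no effect and reference peptide for full effect; strong numbers were not always called active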
* hit, by the source's call; & = joins results of further samples. An excerpt (hit frequency here may not be typical).

#	Compound	SSB-PriA inh
1	Cc1ccc(C=NNC(=O)c2sccc2OCc2ccc(F)cc2)cc1	3
2	Cc1c(Cl)cccc1NC(=O)C(=O)NCCN1CCN(c2ccccc2)CC1	-14&-1
3	O=C(NN=Cc1cc2c(cc1Cl)OCO2)c1ccncc1	-1
4	CN(c1ccc(Cl)cc1)S(=O)(=O)c1ccsc1C(=O)Nc1ccc(Br)cc1	-14
5	COc1ccc(-c2nnc3ccc(OCCNC(=O)NC4CCCCC4)nn23)cc1OC	11
6	Cc1csc(NC(=O)CSc2nnc(NC(=O)c3ccco3)s2)n1	-3
7	COc1ccc(C(=O)N2CCOC2CNC(=O)C(=O)NCCc2ccc(S(N)(=O)=O)cc2)cc1 (configuration not stated)	-4
8	COc1ccc(C(=O)NCCn2cc(SCC(=O)NCc3ccccc3)c3ccccc32)cc1OC	16
9	Cc1cccc2sc(OC3CN(S(=O)(=O)Cc4ccccc4)C3)nc12	-17
10	O=C(NC(Cc1c[nH]c2ccccc12)C(=O)NN=Cc1ccc(Br)cc1)c1cccs1 (configuration not stated)	26
11	O=S(=O)(Cc1cccc(F)c1)NCc1cccc(Oc2ccc(F)cc2)c1	-15
12	O=C(/C=C/c1cccs1)C(=O)Nc1ccc(Br)cc1C(=O)c1ccccc1Cl	-1
13	Cc1cc(C)c(NC(=O)CSc2ncnc3c2[nH]c2ccc(F)cc23)c(C)c1	-5
14	Cc1nnc(NC(=O)CSc2nnc(COc3ccc(Cl)cc3)o2)s1	-2
15	Fc1ccc(NN=C/C=C/c2ccccc2)c(F)c1	1
16	NC(=O)C1Cc2ccccc2N1C(=O)c1cc(=O)c2ccccc2o1 (configuration not stated)	-6&4
17	COc1cccc(CCNC(=O)Cc2csc(Nc3cccc(Cl)c3)n2)c1	5
18	CS(=O)(=O)c1ccc(-c2cccc(NC(=O)Cc3ccc(F)cc3)c2)nn1	-6
19	CCOc1ccccc1C(=O)N1CCC(Cn2nc(C)cc2C)CC1	-2
20	COc1ccc(N2CCCS2(=O)=O)cc1NC(=O)C(=O)NCc1cc(C)oc1C	-11
21	O=C(NCc1ccccc1Cl)c1ccc2nccnc2c1	-16
22	C=CCn1c(SCC(=O)Nc2cc(C(F)(F)F)ccc2Cl)nc2scc(-c3ccc(F)cc3)c2c1=O	-5&0
23	COc1ccc(/C=C2/SC(=NN=C3CC4CCC3(C)C4(C)C)NC2=O)cc1 (configuration not stated)	-9
24	Nc1nonc1-n1nnc(C(=O)NN=Cc2ccoc2)c1CSc1ccccc1	0
25	CC(NC(=O)C12CC3CC(CC(C3)C1)C2)C(=O)NNC(=O)c1ccncc1 (configuration not stated)	4
26	CSc1cccc(NC(=O)CCc2csc(NC(=O)c3ccc(=O)[nH]c3)n2)c1	-11&-6
27	CS(=O)(=O)Nc1cccc(NC(=O)c2cc(N3CCCCC3)ncn2)c1	-19
28	CN1CCc2cc(C(CNS(=O)(=O)c3ccc(Cl)cc3)N(C)C)ccc21 (configuration not stated)	32
29	O=C(C1CN(S(=O)(=O)C2CC2)C1)N1CCN(Cc2ccncc2)CC1	7
30	CC(C)(C)OC(=O)N1CCN(C/C(N)=N\O)CC1	18
31	Cc1ccc(S(=O)(=O)N=c2ccc(Cl)cn2C(F)F)cc1	-5
32	Cc1ccc(C=Nn2c(C)n[nH]c2=S)o1	-18
33	Cc1c(C(=O)O)sc2nc(SCC(=O)c3cc(C(C)(C)C)c(O)c(C(C)(C)C)c3)[nH]c(=O)c12	-36&-8
34	C=CCOc1cccc(C=NNC(=O)CN2CCCCC2)c1	6
35	CCc1ccc(OC)c(S(=O)(=O)NCCN2CCOCC2)c1	-5
36	CCOc1ccccc1C=NNC(=O)CSc1n[nH]c(=O)[nH]c1=O	-10
37	S=c1[nH]ncn1N=Cc1cccs1	-2
38	Nc1nonc1-n1nnc(C(=O)NN=Cc2ccccc2Cl)c1-c1ccccc1	-11
39	Cc1ccc(NN=C(C#N)C(=O)c2ccsc2)cc1	-3
40	Fc1cccc2sc(Nc3nc(-c4cccnc4)cs3)nc12	-8
41	O=C(NCC[C@H](O)C1CC1)C(=O)NCc1ccccc1Cl	-3
42	O=C(NCCn1ncc2c(=O)n(Cc3cccc4ccccc34)cnc21)c1ccc2c(c1)OCO2	-1
43	Cc1cccc(NC(=O)C[C@H](NCCNCc2ccccc2)C(=O)O)c1	-11
44	O=c1ccc(-c2ccc(Cl)cc2)nn1CCCNS(=O)(=O)c1cccnc1	-3
45	COc1ccc(NC(=O)Cn2cnc(SC)c(C#N)c2=O)cc1	-4
46	CC1(C)CC(=O)c2sc(NC(=O)C3CCN(S(=O)(=O)c4cccs4)CC3)nc2C1	-16&0
47	COc1ccc(C(=O)NC[C@H](OC)c2ccccc2OC)cc1F	-27
48	Cc1cc(C(=O)N2CC(Oc3nccs3)C2)n(C)n1	-9
49	O=C(c1cnccn1)N1CCC(n2ccnn2)CC1	-9
50	CC1CCCN(S(=O)(=O)c2ccc(Cl)c3ccccc23)C1 (configuration not stated)	-11

Taken from above.
SSB-PriA inh result of entry 41 stands at -3
SSB-PriA inh result of entry 42 stands at -1
SSB-PriA inh result of entry 50 stands at -11

Returning to the listing, starting 3 compounds before the break.
#	Compound	SSB-PriA inh
48	Cc1cc(C(=O)N2CC(Oc3nccs3)C2)n(C)n1	-9
49	O=C(c1cnccn1)N1CCC(n2ccnn2)CC1	-9
50	CC1CCCN(S(=O)(=O)c2ccc(Cl)c3ccccc23)C1 (configuration not stated)	-11
51	O=C(Nc1ccc(S(=O)(=O)N2CCOCC2)cc1)c1cc2cc(Cl)cc(Cl)c2oc1=O	8
52	O=C(NCc1nccc(N2CCCCC2)n1)c1cccc(F)c1	-5
53	O=C(CSc1ccc(-c2cccs2)nn1)NC1CCCCC1	-21
54	CCOc1ncc(NC(=O)CNC(=O)c2ccccc2)c(OCC)n1	-3
55	NC(=NOC(=O)Cc1ccccc1[N+](=O)[O-])c1ccccn1	7
56	COc1cccc(C=NNc2nccnc2Cl)c1O	82
57	O=C(CSc1ncc(-c2cccc(Br)c2)o1)Nc1cccc(Cl)c1	-2
58	COc1ccc(NC(=O)Nc2nc(CCC(=O)NCCc3ccc(F)cc3)cs2)cc1	0
59	Cc1noc(CNC(=O)C2COCC(=O)N2Cc2cccs2)n1 (configuration not stated)	-7
60	O=C(CCCn1nc(-c2ccc(Cl)cc2)ccc1=O)Nc1ccccc1C(F)(F)F	-10
61	COc1ccc(-c2cnc(N)nc2-c2ccc(OCc3cccc(Cl)c3)cc2O)cc1OC	-7
62	Cc1ccc(C)c(S(=O)(=O)NCCc2cc(C)no2)c1	-10
63	Cc1ccc(C=NNC(=O)c2cccs2)cc1[N+](=O)[O-]	3
64	CCN1CCO[C@@]2(O)C=CC(=O)C=C12	-14
65	Fc1ccc(C=Nn2c(-c3cccs3)n[nH]c2=S)cc1	-8
66	O=C(Nc1ccccc1-c1nc2ccccc2s1)[C@@H]1CCCN1S(=O)(=O)c1ccc(F)cc1	-19
67	Cc1c(C(=O)O)cnn1-c1ccccc1	-14
68	Cc1cccc(NC(=O)C(=O)NCCc2ccc(S(N)(=O)=O)cc2)c1C	-10
69	Cc1noc(C)c1S(=O)(=O)N1CCN(c2nc(-c3ccsc3)cs2)CC1	-13
70	CCc1ccc(NC(=O)CCNC(=O)N2C[C@H]3C[C@H](C2)c2cccc(=O)n2C3)cc1	-7

New compounds follow
nr	SMILES	SSB-PriA inh
71	Fc1ccc(-c2nc(N3CCCCCC3)c3ccccc3n2)cc1	-24&-19
72	CCOC(=O)c1cc(=O)c2ccccc2[nH]1	-4
73	Cc1cc(NC(=O)Cc2ccccc2)ccc1O	2
74	Nc1ccnc2c(C(F)(F)F)cccc12	-26
75	NC(=O)c1ccccc1NC(=O)CCCn1nc(-c2ccc(Cl)cc2)ccc1=O	-29
76	CCn1c(=NC(=O)c2ccc(C#N)cc2)sc2c(C)ccc(OC)c21	-2
77	COc1ccc(C(=O)NCCn2nc(-c3ccncc3)ccc2=O)cc1OC	-22&6
78	Cc1cc(Br)ccc1OCC(=O)Nc1ccc(S(N)(=O)=O)cc1	-25
79	O=C(C1c2ccccc2Oc2ccccc21)N1CCC(Oc2ccc(Cl)cn2)CC1	3
80	CCOC(=O)COc1ccc(-c2cc(-c3ccccc3)c3cc(Cl)ccc3n2)cc1	-11&1
81	CSc1ccc(NC(=O)c2ccc(S(=O)(=O)N(C)C)cc2)nn1	1&6
82	CSc1cccc(NC(=O)C(=O)NCc2ccc([C@H](O)c3ccccc3)s2)c1	-6
83	Cn1cc(C(=O)N2CCC(Oc3ncccc3Cl)CC2)nn1	3
84	Cc1ccc(C)c(CSc2nccn3nc(-c4ccc(C)c(C)c4)cc23)c1	-2
85	O=C(O)c1coc(NC(=O)C2CC2)n1	0
86	O=C(NCc1nnnn1-c1ccc(F)cc1)c1ccccc1SC(F)F	-16

Three compounds already listed, sorted by formula weight, smallest number first:
nr	SMILES	SSB-PriA inh
81	CSc1ccc(NC(=O)c2ccc(S(=O)(=O)N(C)C)cc2)nn1	1&6
86	O=C(NCc1nnnn1-c1ccc(F)cc1)c1ccccc1SC(F)F	-16
80	CCOC(=O)COc1ccc(-c2cc(-c3ccccc3)c3cc(Cl)ccc3n2)cc1	-11&1

(more compounds)
nr	SMILES	SSB-PriA inh
87	COc1ccc(C)cc1NC(=O)C(=O)NCCCN1CCOCC1	-5&4
88	CCOc1ccc2ncc3c(-c4ccc(F)cc4)nn(CC(=O)NC4CCCCC4)c3c2c1	-10
89	CCOC(=O)c1c(-c2ccc(-c3ccccc3)cc2)csc1NC(=O)CCN1CCN(CC)CC1	26
90	CCOc1ccc(-c2csc(-n3nc(C)cc3NC(=O)Cc3ccc(F)cc3)n2)cc1	-2
91	CC[C@@](CNC(=O)C(=O)Nc1ccc(F)c(Cl)c1)(OC)c1ccccc1	-1
92	O=C(c1cnn(-c2ccccc2)n1)N1CCC(n2c(=O)[nH]c3ccccc3c2=O)CC1	7
93	O=C(CCCn1nc(-c2cccs2)ccc1=O)Nc1cccc(C(F)(F)F)c1	-13&-9
94	O=C(CSC1=Nc2cccnc2Nc2ccccc21)Nc1ccc(F)cc1F	41*
95	O=C(NCC[C@H]1CCCCN1S(=O)(=O)c1cccs1)C(=O)NCc1ccc2c(c1)OCO2	-14
96	CN1C[C@@H](C(=O)N2CCC(Oc3ncccc3Br)CC2)CC1=O	-22
97	CCOc1cc(C=NNC(=O)c2cccnc2)ccc1OCC(=O)N1CCOCC1	0
98	COc1ccc(C=NNC(=O)c2ccccc2)cc1CN1CCN(c2ccc(F)cc2)CC1	5
99	O=C(NCc1cccc(Br)c1)C1CCN(S(=O)(=O)N2CCCC2)CC1	-5
100	COc1ccccc1OCC#CCNS(=O)(=O)Cc1cc(F)cc(F)c1	-18
101	COc1ccc(C=NNC(=O)C2c3ccccc3Oc3ccccc32)c(OC)c1	5
102	CC(C)c1ccc(S(=O)(=O)N2CCN(Cc3ccccc3)CC2)cc1	-16
103	CCOc1ccc(S(=O)(=O)NCCC(O)c2ccsc2)cc1F (configuration not stated)	14
104	Cc1cc(C=NNC(N)=S)c(C)n1-c1cccc(Cl)c1	15
105	CNC(=S)NN=Cc1cn(Cc2c(F)cccc2Cl)c2ccccc12	21
106	CS(=O)(=O)c1cc([N+](=O)[O-])c(NC2CCS(=O)(=O)C2)c([N+](=O)[O-])c1 (configuration not stated)	-9
107	O=C(Nc1ccc(S(=O)(=O)Nc2ncccn2)cc1)c1cnc2n(c1=O)CCS2	2
108	CCOC(=O)C(=O)N(C)CC(OC)OC	7
109	Cc1ccc(C=NNC(=O)c2cncc(Br)c2)o1	-14
110	Cc1nnc(NC(=O)Cc2cc(-c3ccc4c(c3)OCCO4)on2)s1	-12
111	Cc1nn(CC(O)COc2ccc3c(C)cc(=O)oc3c2)c(C)c1Cl (configuration not stated)	-8
112	O=C(Oc1ccc(C=NNC(=O)c2ccccn2)cc1)c1ccc(Br)cc1	5
113	CSc1ncccc1C(=O)NC1CC2CCC(C1)N2S(C)(=O)=O (configuration not stated)	-5
114	CCN(CC)c1ccc(C=NNc2ccc(C)cc2)c(O)c1	0
115	Cc1cc(NC(=O)c2ccc([N+](=O)[O-])o2)n(-c2nc3ccccc3s2)n1	-14
116	CCCC1CCC(c2ccc(C(=O)Oc3ccc(C)nc3)cc2)CC1 (configuration not stated)	7
117	O=C(NCc1ccccc1)C(=O)NCC1CCN(C(=O)Oc2ccccc2)CC1	-11
118	COc1ccc(C=NN2C(=O)C3C4C=CC(C4)C3C2=O)cc1[N+](=O)[O-] (configuration not stated)	14

In a second layout: two of the compounds above.
55. NC(=NOC(=O)Cc1ccccc1[N+](=O)[O-])c1ccccn1
  SSB-PriA inh: 7

40. Fc1cccc2sc(Nc3nc(-c4cccnc4)cs3)nc12
  SSB-PriA inh: -8

More records.
nr	SMILES	SSB-PriA inh
119	Cc1ccc(C=NN=C2NC(=O)C(CC(=O)Nc3ccc(Cl)cc3)S2)o1 (configuration not stated)	-6
120	COC(=O)c1ccc(/C=C2\Oc3cc(OC)cc(C)c3C2=O)cc1	-21
121	Cn1c(-c2cc(-c3ccc(Br)cc3)nc3ccccc23)nc2ccccc21	-8&-5
122	O=C(NC[C@H]1CCS(=O)(=O)C1)c1c[nH]c2ccccc12	-23
123	O=C(/C=C/c1ccccc1)Nc1ccc(-c2ccc(NC(=O)/C=C/c3ccccc3)cc2)cc1	6
124	Cc1nc2cc(NC(=O)C3COCC(=O)N3Cc3cccs3)ccc2s1 (configuration not stated)	17
125	Cc1nc2ccccc2nc1SCC(=O)c1cc2ccccc2oc1=O	3
126	CC(C)c1cc(C(C)C)c(Sc2c(-c3ccc(Br)cc3)nc3ccccn23)c(C(C)C)c1	0
127	Cc1cc(C(=O)N2CC[C@H](Oc3ccc(N(C)C)nn3)C2)no1	-14
128	Cc1cc(=O)n2c3ccccc3n(C[C@H](O)CN3CCN(Cc4ccc(Cl)cc4)CC3)c2c1C#N	1
129	O=C(N1CCCC1)N1CCN(c2ccc(F)cc2)CC1	-15
130	NNc1ccccn1	-2
131	COc1cccc(NC(=O)N2CCS[C@H]2c2ccc(Cl)c(Cl)c2)c1OC	-4
132	CC(=O)c1cc(O)ccc1O	6
133	CCOc1ccccc1S(=O)(=O)NCC1CCN(C(=O)Nc2ccccc2OC)CC1	-6
134	COc1ccc(C=NNC(=O)c2cc(-c3ccccc3OC(C)C)nc3ccccc23)cc1CN1CCOCC1	1
